# BAP1 inh: human BAP1 deubiquitinase inhibition; Q92560; recombinant BAP1, Ub-AMC hydrolysis fluorescence kinetic; stronger effect = lower value; activity remaining (% of control), % at 20 µM; 72,000 compounds, 0.48% hits;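 active = activity remaining at or below 50% of control, provided the compound also passes the data quality filters; inactive = the rest, including low values that fail the filters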;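 also: 100% = DMSO wells rate and 0% = substrate alone blank rate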
# Target sequence (Q92560 whole entry, looked up): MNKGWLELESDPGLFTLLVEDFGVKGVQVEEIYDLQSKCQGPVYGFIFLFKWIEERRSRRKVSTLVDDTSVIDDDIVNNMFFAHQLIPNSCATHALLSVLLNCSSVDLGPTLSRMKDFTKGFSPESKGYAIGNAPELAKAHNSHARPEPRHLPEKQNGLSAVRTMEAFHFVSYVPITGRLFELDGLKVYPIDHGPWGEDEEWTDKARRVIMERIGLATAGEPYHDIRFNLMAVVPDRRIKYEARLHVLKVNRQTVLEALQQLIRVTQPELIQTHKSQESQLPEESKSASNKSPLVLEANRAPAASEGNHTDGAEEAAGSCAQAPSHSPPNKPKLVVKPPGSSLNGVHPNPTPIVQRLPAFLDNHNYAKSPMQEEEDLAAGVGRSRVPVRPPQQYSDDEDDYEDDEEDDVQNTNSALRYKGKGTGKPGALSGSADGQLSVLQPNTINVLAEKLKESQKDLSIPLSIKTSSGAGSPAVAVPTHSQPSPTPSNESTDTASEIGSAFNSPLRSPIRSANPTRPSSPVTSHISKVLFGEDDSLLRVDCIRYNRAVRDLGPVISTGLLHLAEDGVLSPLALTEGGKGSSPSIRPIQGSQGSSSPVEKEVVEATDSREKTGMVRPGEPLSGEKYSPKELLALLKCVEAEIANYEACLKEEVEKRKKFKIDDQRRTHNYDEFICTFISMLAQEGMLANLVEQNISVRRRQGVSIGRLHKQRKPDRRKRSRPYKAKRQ
# HePTP inh: inhibitors of human HePTP phosphatase; 110,000 compounds, 0.64% hits; P35236; recombinant HePTP phosphatase activity, OD absorbance; AID 521; inhibition, % at 20 µM; in the data active = inhibition above about 50%;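 also: plate controls were vehicle for no effect and reference inhibitor for full effect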
# Target sequence (P35236 whole entry, looked up): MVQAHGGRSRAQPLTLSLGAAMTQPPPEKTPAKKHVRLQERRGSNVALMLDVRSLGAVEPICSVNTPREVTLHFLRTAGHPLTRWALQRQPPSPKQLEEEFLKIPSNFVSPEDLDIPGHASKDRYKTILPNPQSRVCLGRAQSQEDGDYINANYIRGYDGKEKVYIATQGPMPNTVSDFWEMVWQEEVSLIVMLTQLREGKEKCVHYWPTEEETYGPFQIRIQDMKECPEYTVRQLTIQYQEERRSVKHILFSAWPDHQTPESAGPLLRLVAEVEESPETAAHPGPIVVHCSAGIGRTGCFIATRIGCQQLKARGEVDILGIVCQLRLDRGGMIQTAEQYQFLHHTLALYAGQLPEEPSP
# * hit, by the source's call; nt = not tested or not shown; & = joins results of further samples.
SMILES | BAP1 inh | HePTP inh
Cc1ccc(NC(=O)C2CCCN(S(=O)(=O)c3c(C)noc3C)C2)cc1F (stereo not given) | 87 | 0
Oc1ccc(Br)cc1C=NCc1ccco1 | nt | 8
CCN1C(=O)c2cccc3c(NC(=O)c4ccc5c(c4)OCCO5)ccc1c23 | 94 | 11
CCOC(=O)C1=C(C)NC(=O)NC1c1sccc1C (stereo not given) | nt | -8
COc1ccc(NCN2C(=O)C3C4C=CC(C4)C3C2=O)cc1 (stereo not given) | nt | -8
O=C(O)C1CCCN1C(=O)c1cccs1 (stereo not given) | 98 | 1
O=C1c2ccccc2C(=O)N1C1C(=O)N(c2cccc(C(F)(F)F)c2)C1c1ccc(F)cc1 (stereo not given) | 66 | nt
COc1ccc2cc3cc(C(=O)NCC4COc5ccccc5O4)oc3nc2c1 (stereo not given) | nt | 3
COc1ccc(-c2cnc(N)n2CC2CCCO2)cc1 (stereo not given) | 111 | 14
CCCC(=O)Nc1ccc(C(=O)Nc2nnc(COC)s2)cc1 | 73 | 4
Cc1cc(-c2ccc(NC(=O)c3cccs3)c(C)c2)ccc1NC(=O)c1cccs1 | nt | 7
COc1ccc2[nH]c(C(=O)O)c(NS(=O)(=O)c3ccc(OC)c(OC)c3)c2c1 | 107 | 1
CCN(CC)c1ccc(C=NN2CCN(Cc3ccccc3)CC2)cc1 | nt | -11
NS(=O)(=O)c1ccc(-c2ccc(/C=C3/SC(=S)N(CC(=O)O)C3=O)o2)cc1 | nt | 8
C[n+]1ccccc1C=Cc1ccccc1 | 120 | nt
Cc1cc2ncn(C(=O)c3c(-c4c(Cl)cccc4Cl)noc3C)c2cc1C | 87 | 12&5
COC(=O)C1=CN(Cc2ccc(C)cc2)C=C(C(=O)OC)C1c1cc(OC)c(OC)c(OC)c1 | nt | 4
COc1ccc(CCN/C=C2/CC(=O)NC2=O)cc1OC | 106 | 11
CCC(C)Nc1nc2c(c(=O)n(C)c(=O)n2C)n1Cc1cccc(C)c1 (stereo not given) | 78 | nt
CCOC(=O)c1[nH]c2cc(OC)c(OC)cc2c1NC(=O)C(C)N1CCN(Cc2ccccc2)CC1 (stereo not given) | 130 | 2
COc1ccc(-n2c(=O)[nH]cc(C(=O)N3CCc4ccccc43)c2=O)cc1 | 82 | nt
COc1ccc(N(CC(=O)NC(C)(C)C)S(=O)(=O)c2ccccc2[N+](=O)[O-])c(OC)c1 | nt | -6
COc1ccccc1C(=O)Nc1nc2ccc(S(C)(=O)=O)cc2s1 | 91 | 5&2
C=CCc1ccccc1OCCOc1ccccc1/C=C1/SC(=S)N(C)C1=O | nt | -9
O=S(=O)(c1ccc2c(c1)OCCO2)N1CCCC1 | nt | 7
CC(=O)NCC(O)(c1ccc(C)cc1)c1ccc(C)cc1 | nt | -4
Cc1ccc2oc(-c3ccc(NC(=O)c4ccc(Br)o4)cc3)nc2c1 | nt | 1
CCOC(=O)c1c(N)sc(C(=O)Nc2ccccc2OC)c1C | nt | 4
Cc1nc2ncnn2c(Nc2ccc3c(c2)OCCO3)c1C | 108 | -10
Cn1c(=O)c2c(n(C)c1=O)=NC1(CCCCC1)ON=2 | 70 | 6
Cc1nnc(Sc2cc(C(=O)NCc3ccco3)c3ccccc3n2)s1 | 109 | 7
Cc1ccc(C(=O)Nc2ccc(N3CCOCC3)cc2)cc1C | nt | 1
CCOc1nc(SC(C(C)=O)C(=O)Nc2ccccc2)nc(N(C)C)n1 (stereo not given) | 146 | -3
COc1ccc(C(CC(=O)O)NC(=O)OC(C)(C)C)cc1 (stereo not given) | 126 | 6
O=C(Cc1ccccc1)Nc1ccc2nn(-c3cccc4ccccc34)nc2c1 | nt | 4
C/C(=N\N1CCN(Cc2cccc3ccccc23)CC1)c1cccnc1 | nt | -5

# The last 2 records of the section above come first, to join the parts:
SMILES | BAP1 inh | HePTP inh
O=C(Cc1ccccc1)Nc1ccc2nn(-c3cccc4ccccc34)nc2c1 | nt | 4
C/C(=N\N1CCN(Cc2cccc3ccccc23)CC1)c1cccnc1 | nt | -5
O=C1NC(=S)N(C(=O)c2ccc(F)cc2)/C1=C/c1ccc2c(c1)OCO2 | nt | 7
CCCOC(=O)c1ccc(NC(=O)c2ccncc2)cc1 | nt | -9
O=[N+]([O-])c1cccc(S(=O)(=O)NCc2ccc(Cl)cc2)c1 | nt | -18
Cc1cccc2c(Nc3ccc(S(N)(=O)=O)cc3)c3ccc([N+](=O)[O-])cc3nc12 | nt | 12
O=C(CN1C(=O)/C(=C/c2ccccc2)SC1=S)NNC(=O)c1ccncc1 | nt | -1
Cc1onc(-c2ccccc2Cl)c1C(=O)Nc1ccccc1C(=O)NC(C)C | 93 | 5
CCc1c(C)sc(NC(=O)c2cccc(Br)c2)c1C(N)=O | nt | 5
COc1ccc(C=Nc2ccco2)cc1 | 68 | nt
Cc1ccc(/C(O)=C2/C(=O)C(=O)N(CCCCCC(=O)O)C2c2ccccc2F)cc1 (stereo not given) | nt | 8
CCCc1cc(C(=O)NCCc2ccc(OC)c(OC)c2)no1 | 104 | 4
COc1ccccc1C(=O)NC(NC(=O)c1ccccc1OC)c1cccc([N+](=O)[O-])c1 | nt | 5
O=C(COC(=O)Cc1cn2ccsc2n1)Nc1nc2ccccc2s1 | 107 | 7

# 5 entries already listed, ordered by their value in HePTP inh, high to low.
SMILES | BAP1 inh | HePTP inh
COc1ccc(-c2cnc(N)n2CC2CCCO2)cc1 (stereo not given) | 111 | 14
O=C(COC(=O)Cc1cn2ccsc2n1)Nc1nc2ccccc2s1 | 107 | 7
Cc1onc(-c2ccccc2Cl)c1C(=O)Nc1ccccc1C(=O)NC(C)C | 93 | 5
CCOC(=O)c1[nH]c2cc(OC)c(OC)cc2c1NC(=O)C(C)N1CCN(Cc2ccccc2)CC1 (stereo not given) | 130 | 2
C/C(=N\N1CCN(Cc2cccc3ccccc23)CC1)c1cccnc1 | nt | -5

# (list continues)
SMILES | BAP1 inh | HePTP inh
CN(C)C(CNC(=O)CSc1nnc(-c2ccco2)o1)c1ccccc1 (stereo not given) | 95 | -1
O=C(c1cc2nc(-c3ccco3)cc(C(F)(F)F)n2n1)N1CCCc2ccccc21 | 80 | 0
Cc1ccc2[nH]c(O)c(N=NC(=O)c3cc4ccccc4nc3C)c2c1 | nt | 2
CCCCCn1c(/N=C/c2c(O)ccc3oc4c(c23)CCCC4)nc2ccccc21 | nt | 12
O=C(O)/C=C\C(=O)Nc1ccccc1Br | nt | -6
CSc1ncccc1C(=O)OCC(=O)Nc1cc(C(F)(F)F)ccc1N1CCOCC1 | 105 | -1
Cc1ccc(N(CC(=O)NCc2cccnc2)S(C)(=O)=O)cc1 | nt | 9
C=CCn1c(COc2ccccc2F)nnc1SCC(=O)N1CC(=O)Nc2ccccc21 | 115 | 2
COc1ccc(-c2nn(-c3ccccc3)cc2C(=O)N2CCOCC2)cc1 | 93 | -8
Cc1ccc(S(=O)(=O)C(C#N)c2nc3ccccc3nc2N2CCCC2)cc1 (stereo not given) | nt | -2
COc1cc(/C=N/NC(=O)c2ccncc2)ccc1OC(=O)c1cc(OC)c(OC)c(OC)c1 | nt | -3
O=C(OCc1nnc(-c2ccccc2)o1)c1cn(-c2ccccc2)nc1-c1ccccc1 | nt | 2
COc1ccc2c(c1)-c1c(ssc1=S)C(C)(C)N2C(=O)CC(C)C | nt | 6
C=CCn1c(SCc2cc(=O)n3ccsc3n2)nc2sc(C)c(C)c2c1=O | 71 | 8
CCC(=O)N/C(N)=N\c1nc(C)c2cc(C)cc(C)c2n1 | nt | 5
CCOc1ccccc1C(=O)Nc1nnc(C(C)C)s1 | 99 | 12
O=S(=O)(Nc1ccccc1Cl)c1ccc(F)cc1 | 106 | 0
OC1CC(c2ccccc2)NC2(CCCC2)C1 (stereo not given) | nt | 7
Cc1cccc(C2N(c3nccs3)C(=O)C3CCCN32)c1 (stereo not given) | 107 | 1
CCCCOc1ccc(S(=O)(=O)N=Nc2c(O)[nH]c3ccc(Br)cc23)cc1 | nt | 8
Cc1nn(-c2ccc(Cl)cc2)c(N)c1C(O)(CSc1nccn1C)C(F)(F)F (stereo not given) | nt | 1
Cc1cccc2cc(CN(CCN3CCCC3)C(=O)NC3CCCCC3)c(=O)[nH]c12 | 91 | 16
CC(C)Cc1nnc(NC(=O)COc2ccccc2)s1 | nt | -2
O=S(=O)(/N=C(/Nc1cc(N2CCOCC2)ncn1)c1ccccc1)c1ccccc1 | 118 | 8
O=c1c2ccccc2nc(SCc2cccc(F)c2)n1Cc1ccco1 | 54 | 13
Cc1cc(OCC(=O)Nc2sc3c(c2C#N)CCCC3)c(C(C)C)cc1Cl | nt | -9
CN(C)c1ccc(NC(=O)c2sc(SCC(=O)Nc3nccs3)nc2N)cc1 | 78 | 4
O=C(NN1C(=O)c2ccccc2C1=O)c1ccccc1O | nt | 10
Cc1ccc([N+](=O)[O-])cc1NC(=O)C1C2C3CCC(C3)C12 (stereo not given) | nt | 2
Cc1ncc(CSc2nc3ccccc3[nH]2)c(N)n1 | 99 | 17
CC(NC(=O)Nc1ccc2c(c1)OCO2)C1CCCO1 (stereo not given) | 71 | 7
O=CN1CCN(c2nc(-c3ccccc3)c3cc(Br)ccc3n2)CC1 | nt | -12
COc1cc(CN=Cc2c(O)n(-c3ccc(F)cc3)c(=O)[nH]c2=O)cc(OC)c1 | nt | 1
Cc1ccc(-c2nnc(CSc3nnc(COc4ccccc4)n3-c3ccccc3)o2)cc1 | 151 | 3
COC(=O)c1sccc1NC(=O)c1ccc(C)c([N+](=O)[O-])c1 | nt | 6
CCOC(=O)C1(C)C=C(Nc2ccccc2)C(=O)N1c1ccccc1 (stereo not given) | nt | -19
c1ccc(-c2nnnn2-c2ccccc2)cc1 | nt | -2
Cc1ccc(S(=O)(=O)N2CCC(C(=O)OCC(=O)N3CCc4ccccc43)CC2)cc1 | 117 | -1
O=c1oc2cc(OCc3c(F)cccc3Cl)c(Cl)cc2c2c1CCC2 | nt | 2
O=C(Nc1nc(-c2ccccc2)cs1)c1ccc(S(=O)(=O)N2CCOCC2)cc1 | nt | -2
COCCNC(=O)CSc1nc2cc(OC)c(OC)cc2c(=O)n1CCC1=CCCCC1 | 81 | 2
CC(=O)OCc1cc(C)cc(C=O)c1C | nt | -9
Cc1cc(C)nc(Nc2n[nH]c(Cc3ccccc3)n2)n1 | 66 | -11
COc1ccccc1NC(=O)C1=C(C)NC(SCC(=O)c2ccccc2)=C(C#N)C1c1ccccc1 (stereo not given) | nt | 6
Cc1ccn2c(C(=O)N/N=C\c3cccs3)c(C)nc2c1 | nt | -3
O=C(NCCN1CCCCCC1)C1CC(=O)N(CCc2ccccc2)C1 (stereo not given) | 110 | 2
O=C(CC1C(=O)NCCN1C(=O)Nc1ccccc1)Nc1ccc2c(c1)OCO2 (stereo not given) | 100 | 6
Brc1ccc(CN2CCN(Cc3ccncc3)CC2)cc1 | nt | -1
CC1=C(C(=O)OCC2CCCO2)C(c2coc3ccccc3c2=O)C2=C(CC(C)(C)CC2=O)N1 (stereo not given) | 85 | nt
CCCc1ccc(-c2nc(Cc3ccc(OC)cc3)no2)cc1 | nt | 7
CC1(C)CC(=O)C=C(NC2CC(C)(C)NC(C)(C)C2)C1 | 92 | 5&-6
COc1cccc(C2Nc3ccccc3NC3=C2C(=O)CC(c2cccs2)C3)c1OC (stereo not given) | nt | 8
CC1(C)Cc2ccccc2-c2nc3ccccc3c(=O)n21 | 91 | -12
O=C(CN1CCN(c2ccc(F)cc2)CC1)Nc1ccc(F)c(F)c1 | 92 | -4
O=C(CSc1nncn1-c1ccccc1)c1ccc(F)cc1 | nt | -3
CCOc1ccc(NC(=S)NC(NC(=O)c2ccc(Cl)cc2Cl)C(Cl)(Cl)Cl)cc1 (stereo not given) | nt | 8
CCN(CC)c1ccc(N2C(=O)/C(=C/c3cc(OC)c(OC)c(OC)c3)SC2=S)cc1 | nt | 0
CCSc1nnc(NC(=O)c2cnccn2)s1 | 99 | 4&4
COC(=O)CSc1nc2ccc(N)cc2s1 | nt | -2
Cc1nnc(N2C(=O)c3ccc([N+](=O)[O-])cc3C2=O)s1 | nt | -10

# (cont.)
SMILES | BAP1 inh | HePTP inh
CC1(C)CC2(CCO1)CNC(=O)O2 (stereo not given) | 100 | 8
CCOC(=O)NC(NC(=O)OCC)c1ccc(OC)c(OC)c1 | nt | 6
CCCSc1nc2ccccc2n1CCO | nt | 0
O=C(CSc1nnnn1-c1ccccc1)Nc1ccc(O)cc1 | nt | 0
Cc1ccc(C(O)(c2ccccc2)c2nc3ccccc3n2C)cc1 (stereo not given) | nt | 0
O=C(NC1CCCC1)C1CCC(=O)N1C1CCCC1 (stereo not given) | 90 | 0
CC(C)CSc1nc(O)c(C(c2ccccc2)c2ccccc2)c(=O)[nH]1 | nt | -4
O=C1NC(=S)S/C1=C\c1ccccc1OCc1ccc(Cl)cc1 | nt | 2
COC(=O)C1CCN(C(c2ccc(OC)c(OC)c2)c2sc3nc(C)nn3c2O)CC1 (stereo not given) | 96 | 2
O=C(/C=N/O)Nc1ccccc1 | 137 | -1
COc1cccc(N2C(=O)C(=O)/C(=C(\O)c3ccccc3)C2c2ccc(Cl)cc2)c1 (stereo not given) | nt | -13
NC1=NC(=O)/C(=C/c2ccccc2OCc2ccc([N+](=O)[O-])cc2)S1 | nt | -2
COc1cc(OC)c(C2N(c3ccc(Cl)cc3)C(=O)C3CCCN32)cc1OC (stereo not given) | 93 | 6
Nc1ccc(Cl)c(C(=O)Nc2ccccc2C(=O)O)c1 | nt | 7
COc1ccc(Cl)cc1NC(=O)c1ccncc1 | nt | 10
CC(C)(C)C1CCc2c(sc3ncn4c(=S)[nH]nc4c23)C1 (stereo not given) | nt | -6
Cc1nc2ncccn2c1-c1csc(Nc2cccc(O)c2)n1 | nt | 1
COc1ccc(Cl)cc1C(=O)Nc1nc(-c2ccc(C)cc2C)cs1 | nt | 2
COc1ccc(NCN2C(=O)CSC2=O)cc1 | nt | 12
COc1cccc(N2CC34C=CC(O3)C(C(=O)O)C4C2=O)c1 (stereo not given) | 81 | 12
CC(=O)Nc1ccc(S(=O)(=O)N2c3ccccc3C(Nc3ccccc3)CC2C)cc1 (stereo not given) | nt | 8
